RAM network inh = inhibitors of the yeast RAM network, primary screen, dse1pr::URA3 reporter, 5-FOA selection. S. cerevisiae dse1pr::URA3 reporter, 5-FOA growth OD615, 2 d; analog-sensitive cbk1-as2 kinase mutant strain. inhibition, % at 50 µM. AID 868, 2007. hit rate 1.8% among 190,000;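 active = inhibition above a set limit, 3 SD over mean compound inhibition, cut at about 8.4% in these data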;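 note: 0% = DMSO-only wells with no growth and 100% = 10 µM 1-NA-PP1 full growth; inhibition rescues growth on 5-FOA so higher OD means more RAM inhibition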
TNAP inh noacc = human TNAP enzyme inhibitors, primary screen, biochemical, luminescent, no phosphate acceptor, uHTS; Alkaline phosphatase, tissue-nonspecific isozyme (Homo sapiens), P05186; purified TNAP, CDP-star luminescence, 30 min; inhibition, % at 20 µM; hit rate 0.26% among 200,000;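 active = tissue-nonspecific alkaline phosphatase inhibition above about 50% at 20 µM in the single-dose screen, limit read from the data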;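 note: 0% = DMSO negative control and 100% = EDTA positive control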
Target sequence (P05186 whole entry, looked up): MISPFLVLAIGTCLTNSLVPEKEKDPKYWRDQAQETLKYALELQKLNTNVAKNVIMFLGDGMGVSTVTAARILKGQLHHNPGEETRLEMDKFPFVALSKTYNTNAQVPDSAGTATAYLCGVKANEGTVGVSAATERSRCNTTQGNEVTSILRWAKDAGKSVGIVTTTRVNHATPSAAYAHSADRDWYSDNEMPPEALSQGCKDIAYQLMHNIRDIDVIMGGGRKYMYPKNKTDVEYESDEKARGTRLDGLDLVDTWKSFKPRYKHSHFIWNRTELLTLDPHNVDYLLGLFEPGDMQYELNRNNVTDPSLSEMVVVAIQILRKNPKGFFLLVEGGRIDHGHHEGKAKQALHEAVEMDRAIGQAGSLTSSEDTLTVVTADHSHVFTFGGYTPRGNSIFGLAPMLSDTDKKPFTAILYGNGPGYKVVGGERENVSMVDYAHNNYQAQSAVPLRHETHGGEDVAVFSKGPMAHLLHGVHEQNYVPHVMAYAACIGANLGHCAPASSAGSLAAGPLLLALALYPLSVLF
PMI activator = activators of human PMI, primary screen, biochemical, fluorescence intensity, near-Km mannose 6-phosphate | Mannose-6-phosphate isomerase (Homo sapiens), P34949 | purified human PMI, coupled resazurin fluorescence, 20 min; hits give high values; 1 = vehicle control, 0 substrate-free wells | activation factor at 20 µM | hit rate 0.005% among 190,000;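 active = activation factor of 2 or more at 20 µM, relative to plate controls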
Target sequence (P34949 whole entry, looked up): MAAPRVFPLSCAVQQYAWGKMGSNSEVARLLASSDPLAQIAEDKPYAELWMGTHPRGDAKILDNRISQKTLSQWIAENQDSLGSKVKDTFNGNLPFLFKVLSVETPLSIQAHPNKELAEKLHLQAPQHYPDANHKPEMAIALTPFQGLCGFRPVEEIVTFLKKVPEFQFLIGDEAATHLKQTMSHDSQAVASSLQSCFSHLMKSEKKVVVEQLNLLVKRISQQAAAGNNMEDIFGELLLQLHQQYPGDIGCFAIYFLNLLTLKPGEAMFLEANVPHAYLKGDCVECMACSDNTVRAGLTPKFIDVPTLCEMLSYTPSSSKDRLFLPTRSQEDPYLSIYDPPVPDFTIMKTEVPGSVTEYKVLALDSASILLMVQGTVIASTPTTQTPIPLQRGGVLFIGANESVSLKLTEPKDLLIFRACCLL
L major viab = Leishmania major promastigote growth inhibition, primary screen; Leishmania major promastigotes, resazurin fluorescence viability; inhibition, % at 10 µM; hit rate 9% among 200,000; AID 1063, 2008; in the data active = inhibition above about 50%;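 note: promastigotes grown with compound for 44 hours at 28 °C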
Efa HMGR inh = inhibitors of E. faecalis class II HMGR, primary screen, biochemical, Enterococcus faecalis | HMG-CoA reductase (Enterococcus faecalis, mvaE) | purified E. faecalis HMGR, NADPH absorbance 340 nm kinetic | inhibition, % at 10 µM | hit rate 0.41% among 190,000 | AID 1066, 2008;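 active = inhibition above a set limit, the median over all tested compounds plus 3 SD, cut at about 9.5% in these data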;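 note: enzyme runs in reverse so mevalonate oxidation gives rising NADPH absorbance; 0% = complete reaction with DMSO and 100% = background rate lacking mevalonate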
Hsp70 act = Hsp70 transcriptional activators, primary screen, cell-based, HeLa, Hsp70 promoter luciferase, luminescence, 10 µM; activation, % at 10 µM; hit rate 0.04% among 200,000; HeLa Hsp70 promoter luciferase reporter; scaled: vehicle 0, proteasome-inhibitor control 100%;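 active = activation above the mean across all tested compounds plus 3 SD, cutoff set per campaign, cut at about 5.5% in these data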;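 note: 100% = MG132 at 30 µM as the positive control and 0% = DMSO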
TNAP inh hi DEA = human TNAP enzyme inhibitors, primary screen, biochemical, luminescent, high phosphate acceptor level, uHTS. Alkaline phosphatase, tissue-nonspecific isozyme (Homo sapiens), P05186. purified TNAP, CDP-star luminescence, 1 M DEA. inhibition, % at 20 µM. hit rate 0.03% among 200,000. AID 1135, 2008;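 active = over 50% inhibition of tissue-nonspecific alkaline phosphatase at 20 µM in the single-dose screen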;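 note: plate controls were DMSO wells for no effect and EDTA-quenched wells as full inhibition for full effect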
S1P3 antagonist = S1P3 receptor antagonists, primary screen, cell-based; CHO S1P3 NFAT-BLA reporter, FRET fluorescence, antagonist mode; hit rate 0.27% among 170,000; AID 485, 2006; inhibition, % at 4.98 µM;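 active = inhibition above the plate cutoff, the mean inhibition of test wells on that plate plus 3 SD, cut at about 28% in these data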;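 note: cells challenged with S1P at its EC80 of 0.8 µM; blue over green emission ratio from cleaved BLA substrate after 4 h stimulation; 0% = S1P-stimulated wells and 100% = unstimulated DMSO-only wells; some compounds past the cut are filed as inactive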
DTT redox prof = compounds producing H2O2 with reducing agent – biochemical, NIH compound library profiling, artefact control for MLSCN library redox annotation, primary screen; activation, % at 10 µM; DTT-dependent redox cycling H2O2, phenol red/HRP absorbance; 100% = 100 µM peroxide control, 0% = buffer; hit rate 0.03% among 200,000;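 active = activation of at least 50% relative to the plate's high and low controls in the primary single-dose screen; inactive = activation below 50%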;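 note: compound incubated with DTT at 0.8 mM final as the reducing agent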
PMI act satM6P = human PMI activators, high substrate, primary screen, biochemical, fluorescence intensity, near-saturating mannose 6-phosphate | coupled PMI enzyme assay, resazurin fluorescence, 20 min; hits give high values; 1 = untreated enzyme, 0 = substrate-free blank | activation factor at 20 µM | hit rate 0.34% among 190,000 | AID 1216, 2008;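 active = activation factor of 2 or more at 20 µM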
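test system = human PMI in coupled enzyme assay | medium = HEPES-buffered pH 7.4 with magnesium and detergent | also added = 1.0 mM mannose-6-phosphate substrate with 0.22 mM NADP+ | compound = 20 µM single dose | times = 20 min incubation at room temperature | measured by = resorufin fluorescence (Ex 544/Em 590 nm) from resazurin via diaphorase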
The depositor's hits bear a star; x = no result given.

SMILES | RAM network inh | TNAP inh noacc | PMI activator | L major viab | Efa HMGR inh | Hsp70 act | TNAP inh hi DEA | S1P3 antagonist | DTT redox prof | PMI act satM6P
CC1CCc2sc(C(=O)N/N=C/c3ccc([N+](=O)[O-])cc3)cc2C1 (stereo unspecified) | 3.5 | 4 | 0.9 | -1 | -1 | -0.4 | 1 | 9 | -0.3 | 1.1
CCc1nc2ccccc2c(C(=O)OCCN2C(=O)c3ccccc3C2=O)c1C | 1.9 | -10 | 0.9 | -6 | -1 | -0.4 | -3 | x | 0.8 | 1
C=CCn1c(NC(=O)CC)c(C(=O)OCC)sc1=S | 1.3 | -2 | 0.8 | -6 | 0 | -0.2 | 2 | x | 0.2 | 0.9
CCn1c(Cc2cccn2C)nnc1SCC(=O)c1ccc(C)cc1 | 6.5 | -15 | 1 | 0 | -12 | -0.1 | -1 | -34 | 0.0 | 1
CC(C(=O)Nc1ccccc1)c1ccc(-c2ccccc2)c(F)c1 (stereo unspecified) | 3.9 | -8 | 0.8 | 2 | -1 | -0.3 | -8 | x | 0.2 | 0.9
CCn1c(-c2ccccc2)c[nH]c1=S | 0.3 | 41 | 1 | -5 | 1 | 0.1 | -1 | x | 1.6 | 1.1
CC(=O)N[C@@H](CS)C(=O)O | 0.1 | -9 | 1.2 | -4 | -6 | 0.0 | -4 | 2 | 0.4 | 1.1
CC(C)CC1(C)N=C(c2ccccc2)C(=S)N1 (stereo unspecified) | 0.7 | -14 | 1 | -2 | 3 | -0.3 | -4 | 4 | -0.2 | 1
Cc1c(NC(=O)c2ccc(F)c(S(=O)(=O)N3CCOCC3)c2)c(=O)n(-c2ccccc2)n1C | 2.9 | -10 | 1 | -3 | -1 | -0.2 | -1 | x | 0.7 | 1.1
CCOC(=O)CC(NS(=O)(=O)c1ccc(OC)c(OC)c1)c1cccc([N+](=O)[O-])c1 (stereo unspecified) | 0.5 | -3 | 0.9 | 26 | -3 | -0.6 | 0 | 7 | 0.0 | 1
COc1cccc(NC(=S)N(CCCN2CCOCC2)C(C)c2cc3cccc(OC)c3o2)c1 (stereo unspecified) | 1.9 | -17 | 0.9 | 32 | -2 | -0.4 | -4 | -12 | -2.6 | 0.9
NC(=O)CN1CCOCCOCCN(CC(N)=O)CCOCC1 | -1.1 | -16 | 1.3 | -6 | 0 | -0.4 | -2 | x | 0.2 | 1.4
CC(C)N(Cc1cc2ccccc2[nH]c1=O)C(=O)c1cccnc1 | 3.3 | -11 | 1 | -3 | -4 | -0.1 | -2 | -8 | -1.2 | 1
O=c1c(OC2OC(CO)C(O)C(O)C2O)c(-c2ccc(O)c(O)c2)oc2cc(O)cc(O)c12 (stereo unspecified) | 1.7 | 40 | 0.4 | -5 | 16* | -0.1 | 14 | -3 | 0.0 | 0.7
O=C(c1cc(-c2ccccc2)on1)N1CCN(Cc2ccc3c(c2)OCO3)CC1 | 0.3 | -8 | 0.9 | 90* | 6 | -0.1 | -3 | 10 | 0.7 | 1
Cc1nn(-c2ncc(C(F)(F)F)cc2Cl)c(=O)n1-c1c(F)cccc1F | -0.2 | -17 | 1.1 | 6 | 2 | -0.2 | -2 | -24 | -1.6 | 1
CC(C)c1ccc(/C=C/C(=O)NCCCc2ccccc2)cc1 | 8.6* | -2 | 1 | -1 | 0 | -0.2 | 13 | 9 | 0.1 | 1.1
O=C(O)CC1S/C(=N\N=C/c2ccccc2O)N(c2ccc(O)cc2)C1=O (stereo unspecified) | 0.6 | -10 | 1.1 | -8 | -1 | 0.2 | -1 | -2 | -0.2 | 1
COc1ccc(NC(=O)C2CCCN2C(=O)NC2CCCCC2)cc1OC (stereo unspecified) | 2.5 | -11 | 1 | -3 | 1 | -0.4 | -5 | -37 | -0.5 | 1
CCc1ccc(NC(=O)c2ccnc(C(C)(C)C)c2)cc1 | 0.3 | 2 | 1.1 | -3 | -8 | -0.3 | -7 | x | 0.2 | 1.1
CCC(C(=O)Nc1cnccn1)c1ccccc1 (stereo unspecified) | 1.9 | -4 | 0.9 | -5 | -1 | 0.3 | -3 | 12 | -0.3 | 1
CC(C)(C#N)N([O-])C=C[N+](=O)C(C)(C)C#N | 0.9 | -6 | 0.9 | -3 | -1 | -0.2 | -1 | 6 | -1.2 | 0.9
COc1ccc(Br)cc1C(=O)Nc1nnn(C)n1 | -0.1 | -10 | 0.8 | 1 | -5 | -0.3 | -3 | -7 | 0.0 | 0.9
CCOC(=O)C1C(=O)OC(C)(C)C1C(C)C(=O)c1ccccc1 (stereo unspecified) | 1.9 | -9 | 0.9 | -2 | -3 | 0.0 | -4 | x | 0.3 | 0.9
COc1cc(NC(=O)N[C@@H](Cc2ccccc2)C(=O)O)cc(OC)c1 | 0.1 | -8 | 1.1 | -3 | -3 | -0.6 | -4 | 10 | 0.7 | 0.9
Later entries:
SMILES | RAM network inh | TNAP inh noacc | PMI activator | L major viab | Efa HMGR inh | Hsp70 act | TNAP inh hi DEA | S1P3 antagonist | DTT redox prof | PMI act satM6P
FC(F)(F)c1cccc(NC(=S)NC2CCCC2)c1 | 0.4 | -8 | 1 | 74* | 5 | -0.4 | -5 | 5 | x | 1
CS(=O)(=O)N1N=C(c2ccco2)CC1c1ccc(Cl)cc1 (stereo unspecified) | 0.9 | -7 | 0.9 | -6 | -3 | -0.1 | -2 | -12 | 0.5 | 1.1
COc1cccc(NC(=O)Cn2c(=O)n(-c3cc(OC)c(OC)c(OC)c3)c(=O)c3ccccc32)c1 | 5.2 | -11 | 0.9 | -14 | 4 | -0.3 | -2 | -12 | -2.6 | 0.9
Cc1cccn2c(=O)c3cc(C(=O)NCCCN4CCOCC4)n(C)c3nc12 | x | -14 | 0.9 | x | x | x | -5 | -21 | x | 0.9
O=C1CCCC2=C1C(c1ccncc1)Nc1ccccc1N2 (stereo unspecified) | 0.3 | -9 | 1 | -2 | -2 | -0.3 | -9 | x | 0.1 | 1
NS(=O)(=O)c1ccc(NC(=O)COC(=O)COc2ccc3ccccc3c2)cc1 | 1.7 | 2 | 0.9 | -10 | 1 | -0.4 | -4 | 16 | -2.6 | 0.8
CC(C)NC(=O)C1CCCN(c2nnc(-n3cccc3)s2)C1 (stereo unspecified) | 1.3 | -10 | 1 | -6 | -2 | -0.4 | 0 | -17 | -2.6 | 1
Cc1cc(N2CC(C)OC(C)C2)n2cc(-c3ccccc3)nc2n1 (stereo unspecified) | 3.6 | -12 | 1.1 | 21 | -4 | -0.2 | -2 | -11 | -1.0 | 1
O=C(NCCN1CCOCC1)c1ccc2c(c1)N(Cc1ccc(F)cc1)C(=O)CS2 | 0.5 | 11 | 1 | -4 | 0 | -0.2 | 2 | -9 | -0.7 | 1
COC(=O)C1=C(C(=O)c2ccccc2)C(c2cccs2)n2nnnc2N1 (stereo unspecified) | 0.5 | 5 | 1.1 | -4 | 1 | -0.6 | 0 | x | 0.0 | 1.1
CC(C)Oc1cccc(C(=O)C2CCCN(Cc3cnn(C(C)C)c3)C2)c1 (stereo unspecified) | 3.0 | 1 | 1.1 | 85* | 0 | 0.1 | -3 | 19 | -0.8 | 1
CCOc1ccc(N=c2cc(-c3ccc(OC)cc3)oc3ccccc23)cc1 | 0.4 | -11 | 0.9 | 30 | 3 | -0.3 | 0 | -8 | 2.8 | 1
O=C(NNC(=O)c1ccc([N+](=O)[O-])cc1Cl)c1ccncc1 | 1.8 | -17 | 1.2 | 84* | -2 | 0.0 | -1 | -4 | -0.1 | 1.3
COc1ccc(OCCOC(=O)Nc2ccccc2)cc1 | -0.6 | -10 | 0.9 | 2 | 0 | 0.3 | -3 | -4 | -0.4 | 0.8
CCN(CC)C(=O)C(=O)N/N=C/c1cccc(Br)c1 | 0.6 | -7 | 0.9 | 3 | 3 | -0.1 | 0 | x | 0.5 | 1
Clc1ccc(-c2ncc3ccccn23)cc1 | 0.7 | -10 | x | -4 | 0 | -0.1 | -5 | 10 | -0.2 | x
O=C(CSc1ccc([N+](=O)[O-])cn1)Nc1ccc2c(c1)OCCO2 | 3.2 | -9 | 1.1 | -5 | 1 | 0.2 | -6 | -11 | -0.4 | 1.1
O=C1C2C(C(=O)N1/N=C/c1cccc([N+](=O)[O-])c1)C1C=CC2C12CC2 (stereo unspecified) | 1.5 | -2 | 0.9 | -2 | -3 | 0.1 | 1 | -16 | -0.6 | 0.9
Cc1cc(-c2ccc([N+](=O)[O-])cc2)nc2ccccc12 | 2.9 | -5 | 1.2 | 1 | 0 | 0.1 | -4 | -13 | -0.4 | 1.1
CCc1nnc(NS(=O)(=O)c2ccc(NC(=O)/C=C/c3ccc(OC)cc3OC)cc2)s1 | 4.5 | -1 | 0.9 | -10 | -1 | 0.0 | -5 | 2 | 0.5 | 0.9
Fc1ccccc1-c1nnc2c3ccccc3nc(N3CCOCC3)n12 | 0.7 | -7 | 0.9 | 0 | -2 | -0.4 | -5 | x | -12 | 0.9
COc1ccccc1NC(=O)CSc1nnc(C)o1 | 0.5 | -12 | 0.9 | 0 | -8 | -0.3 | -3 | x | -3.2 | 0.9
Cc1cc(/C=C(/C#N)c2nc3ccccc3[nH]2)c(C)n1-c1cc(C(=O)O)cc(C(=O)O)c1 | 4.6 | -14 | 1.1 | -5 | -2 | -0.4 | 0 | -4 | 1.3 | 0.6
CCC(C)[C@H](NC(=O)OC(C)(C)C)C(=O)N/N=C/C1=Cc2ccccc2OC1 (stereo partly specified) | 2.5 | -4 | 0.9 | 4 | 0 | 0.1 | -3 | x | -1.3 | 0.9
CCn1cc(C2Nc3ccccc3C(=O)N2O)c(C)n1 (stereo unspecified) | 0.0 | -14 | 1.3 | 18 | -2 | 0.1 | -2 | 50 | 0.6 | 1.4
O=C(c1cnn2c(C(F)(F)F)cc(-c3ccccc3)nc12)N1CCCCC1c1cccnc1 (stereo unspecified) | 0.1 | -4 | 0.8 | 52* | -9 | 0.0 | -2 | -8 | -0.2 | 0.9

Compound activity: PubChem BioAssay, several laboratories
